# Screening data deposited in PubChem BioAssay by several laboratories.
# KCNK9 block = inhibitors of human KCNK9 two-pore domain potassium channel; HEK293 KCNK9, FluxOR thallium flux fluorescence; hits give low values; Q9NPC2; B-score at 10 µM; 310,000 tested, 1.2% active;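 active means ratio B-score over 3 SD below the library mean, with starting fluorescence within 5 SD of its mean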;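 further: negative B-score means less thallium flux so channel inhibition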
# Target sequence (Q9NPC2 whole entry, looked up, the tested form may be a part): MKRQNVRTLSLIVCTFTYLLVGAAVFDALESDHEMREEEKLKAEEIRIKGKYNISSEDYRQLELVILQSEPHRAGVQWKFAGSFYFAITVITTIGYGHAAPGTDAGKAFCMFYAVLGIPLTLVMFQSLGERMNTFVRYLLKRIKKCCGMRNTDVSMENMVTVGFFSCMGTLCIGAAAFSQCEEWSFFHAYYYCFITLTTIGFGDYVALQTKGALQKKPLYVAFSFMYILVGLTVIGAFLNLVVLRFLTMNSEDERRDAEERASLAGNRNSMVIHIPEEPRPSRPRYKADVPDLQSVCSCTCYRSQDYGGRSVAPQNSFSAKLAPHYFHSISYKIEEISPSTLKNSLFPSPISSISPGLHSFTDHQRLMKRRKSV
# ANO1 activ = mouse TMEM16A channel activation, primary screen; B-score at 10 µM; HEK293 TMEM16A/YFP-H148Q/I152L, iodide quench fluorescence; hits give low values; 340,000 tested, 0.3% active; AID 623877; Q8BHY3;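 active means fluorescence-ratio B-score plate-corrected deviation score at least 3 library SD below zero, with starting fluorescence score within 5 deviations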;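 further: channel opened by trigger with iodide after compound preincubation; score built on the fluorescence ratio of max minus min over baseline; more negative score means more quench and so TMEM16A activation or potentiation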
# KCNQ1 pot = potentiators or activators of human KCNQ1 potassium channel; CHO-K1 KCNQ1, thallium flux FluxOR fluorescence; hits give high values; B-score at 10 µM; 310,000 tested, 0.35% active; AID 2648;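 active means fluorescence ratio B-score, a plate-corrected score, at least three library SD, with initial intensity B-score within 5 SD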
#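 System: Stable KCNQ1 CHO-K1 line | Incubation: 90 min dye loading and 20 min compound exposure, both at room temperature | Measure: Ratio B score | Medium: Assay buffer for compound exposure, DMSO matched across wells | Compound dosing: Single-concentration screen | Probe or stimulus: K+/Tl+ depolarizing stimulus | Measured by: Kinetic FluxOR fluorescence, 10 s baseline plus 110 s post-stimulus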
# Dyrk1A ADPGlo = blocks rat Dyrk1A kinase activity. inhibition, % at 12.5 µM. ADP-Glo luminescence, NFATc1 peptide. 310,000 tested, 0.43% active; in the data active means inhibition above about 50%;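 further: plate controls were vehicle with enzyme for no effect and no enzyme for full effect; many of its hits are not listed in these tables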
# KCNQ1 block = human KCNQ1 channel inhibition; P51787; CHO-K1 KCNQ1, FluxOR thallium flux fluorescence; hits give high values; B-score at 10 µM; 310,000 tested, 1.3% active;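 active means compounds whose thallium flux B-score, printed positive for inhibition, exceeds three library SD while starting fluorescence stays within three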;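 further: channel opened by potassium depolarization with thallium stimulus after 20 min compound exposure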
# TRPC4 act = TRPC4 (mouse) channel activation | HEK293 TRPC4beta/mu-opioid, Fluo4 calcium fluorescence; hits give high values | Q9QUQ5 | 310,000 tested, 0.49% active | B-score at 10 µM;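 active means B-score above 5 SD of library B-scores, and initial fluorescence ratio not above library mean plus 5 SD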;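 further: positive B-score marks a calcium rise read as TRPC4 activation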
#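 System – HEK293 cells stably co-expressing mouse TRPC4beta and mu-opioid receptor · Signal – Fluo4 calcium-sensitive dye fluorescence, kinetic, 1 Hz baseline · Benchmarks – buffer (low) and maximal DAMGO (high) · Read-out – B score of integrated fluorescence ratio per well · Incubation – dye loading 45 min room temperature, 110 s kinetic read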
# hERG protect = hERG (human) protection from proarrhythmic block. Q12809. CHO-hERG, FluxOR thallium flux, dofetilide IC70 present. activation (rescue from dofetilide block), less the hit threshold, % at 10 µM. 310,000 tested, 0.51% active. AID 1511;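 active means activation above the mean of controls blocked by dofetilide plus 5 SD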;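 further: thallium influx through hERG after potassium depolarization seen as dye fluorescence rise; in these data hits start at about 4.7%; inactives centre near -7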
# TRPC4 potent = allosterically enhances the mouse TRPC4 cation channel. Q9QUQ5. HEK293 TRPC4beta/mu-opioid, DAMGO EC20, Fluo-4 Ca2+ flux; hits give high values. B-score at 10 µM. 310,000 tested, 0.42% active. AID 2227;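 active means B-score of calcium response area above 5 SD of library B-scores, with initial fluorescence ratio within 5 SD of library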;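 further: B-score of integrated fluorescence ratio over time as area under calcium response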
# HDAC3 inhib = human HDAC3 inhibition | recombinant HDAC3, fluorogenic peptide/trypsin coupled, fluorescence | inhibition, % at 8.3 µM | 320,000 tested, 0.15% active | AID 2718; in the data active means inhibition above about 26%, passing the limit was not always enough; inconclusive means no clear call, values can overlap the other calls
# Target sequence (O15379 whole entry, looked up): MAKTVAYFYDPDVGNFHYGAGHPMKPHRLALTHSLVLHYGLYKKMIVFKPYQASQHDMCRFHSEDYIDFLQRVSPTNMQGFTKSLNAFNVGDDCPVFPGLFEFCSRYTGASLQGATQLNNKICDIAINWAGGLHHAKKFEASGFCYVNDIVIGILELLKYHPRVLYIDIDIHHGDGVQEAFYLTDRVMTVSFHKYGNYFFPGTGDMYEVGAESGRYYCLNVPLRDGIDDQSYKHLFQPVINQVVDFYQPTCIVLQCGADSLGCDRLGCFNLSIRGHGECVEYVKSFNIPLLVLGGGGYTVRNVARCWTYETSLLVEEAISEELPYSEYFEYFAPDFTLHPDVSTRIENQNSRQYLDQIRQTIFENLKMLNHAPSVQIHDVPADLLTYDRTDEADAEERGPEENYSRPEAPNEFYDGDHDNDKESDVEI
# TMEM16A inh = inhibitors of mouse TMEM16A calcium-activated chloride channel | Q8BHY3 | HEK293 TMEM16A/YFP iodide influx fluorescence, ionomycin | normalized B-score (activity score, 25-100; higher = stronger inhibition) at 10 µM | 310,000 tested, 1.2% active;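 active means ratio plate-corrected score three or more library SD toward inhibition, starting fluorescence score within five deviations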;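 further: score derived from kinetic fluorescence span divided by baseline fluorescence per well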
# KCNK3 block = human KCNK3 channel inhibition, primary screen. B-score at 10 µM. CHO-KCNK3 thallium flux, FluxOR fluorescence; hits give low values. O14649. 340,000 tested, 0.84% active. AID 602410;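 active means B-score under library mean minus 4 SD, starting fluorescence ratio at most library mean plus 5 SD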;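 further: more negative B-score means stronger inhibition of thallium flux through KCNK3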
# Starred values were filed as active, the others as inactive; i = inactive; ? = inconclusive; nt = no result given. Only part of the results is shown, so the mix of outcomes need not match the whole.
SMILES,KCNK9 block,ANO1 activ,KCNQ1 pot,Dyrk1A ADPGlo,KCNQ1 block,TRPC4 act,hERG protect,TRPC4 potent,HDAC3 inhib,TMEM16A inh,KCNK3 block
CC(=O)N1CCc2cc(S(=O)(=O)NC(CC(C)C)C(=O)N3CCn4c3nc3ccccc34)ccc21 (stereo not drawn),i,i,i,10,i,i,-10,i,-3,i,i
CN1CCN(c2ccc(Cl)cc2NC(=O)CC2OC(=O)c3ccccc32)CC1 (stereo not drawn),i,i,i,13,i,i,-6,23*,-4,i,i
COc1cc(C)c(S(=O)(=O)Nc2ccc(CC(=O)O)cc2)cc1C,i,i,i,4,i,i,-9,i,5,i,i
COCCCNC(=S)N(CCO)Cc1cc2cc3c(cc2[nH]c1=O)OCCO3,i,i,i,3,i,i,-10,i,-6,i,i
S=C(Nc1ccccc1)N1CCC(Cc2ccccc2)CC1,i,i,i,-2,i,i,-9,i,-4,i,i
CCC(=O)N1CCc2cc(S(=O)(=O)NCCCN(CC)Cc3ccccc3)ccc21,i,i,i,6,i,50*,-6,i,-10,i,i
CC(=O)c1cccc(NC(=O)c2ccccc2-c2ccccc2C(=O)O)c1,i,i,i,nt,i,i,-3,i,?,i,i
O=C(NCC(=O)N(c1cccnc1)C(C(=O)NC1CCCCC1)c1ccccc1)c1ccco1 (stereo not drawn),i,i,i,-8,i,i,-4,i,-6,i,i
COc1ccccc1NC(=O)c1ccc(NC(=O)COC(=O)C2CC2C)cc1 (stereo not drawn),i,i,i,4,i,i,-5,i,-1,i,i
O=C(COc1cc2oc(=O)c3c(c2cc1Cl)CCC3)NCCCN1CCCC1=O,i,i,i,-2,i,i,-13,i,-3,i,i
CCOc1ccc(CCNC(=O)c2ccc3c(c2)NC(=O)C2CCCN32)cc1OCC (stereo not drawn),i,nt,i,nt,i,i,-8,i,-6,i,nt
CCc1ccc(CNc2ccc(N3CCN(C(C)=O)CC3)cc2)cc1,i,i,i,11,i,i,-4,i,-2,25*,i
COc1ccc(-c2cc(CCCC(=O)NCc3ccccn3)no2)cc1,i,i,i,-2,i,i,-14,i,nt,i,i
c1ccc(OCc2nn3c(-c4ccccn4)nnc3s2)cc1,i,i,i,4,i,i,-18,i,0,i,i
COc1ccc(/C=N/NC(=O)c2cccc(C(=O)N/N=C/c3ccc(OC)c(OC)c3)n2)cc1OC,i,nt,i,2,i,i,-9,i,nt,nt,i
c1ccc(-c2csc3nnc(SCc4ccc5c(c4)OCCO5)n23)cc1,i,i,i,20,i,i,-2,i,0,25*,i
Brc1ccc(-c2nnc(SCCC3OCCCO3)o2)cc1,i,i,i,0,i,i,-5,i,2,i,i
COc1ccc(OC)c2sc(N3CCc4ccccc4C3)nc12,i,i,i,nt,i,i,1,i,3,i,i
Cc1ccccc1Nc1ncnc(N)n1,i,i,i,nt,i,i,-8,i,-1,i,i
COc1cccc(OCC(O)CNC(=O)c2oc3c(C)c(C)ccc3c2C)c1 (stereo not drawn),i,i,i,-2,i,i,-4,i,2,i,i
COc1ccc(S(=O)(=O)N2CCCCC2)cc1NC(=O)CSc1nccn1C,i,i,i,2,i,i,-11,i,-1,i,i
O=C(CN1C(=O)c2ccccc2C1=O)NN1C(=O)c2ccccc2C1=O,i,i,i,9,i,i,-5,i,0,i,i
Cc1c(NC(=O)Nc2cccc(C(F)(F)F)c2)c(=O)n(-c2ccccc2)n1C,i,i,i,-5,i,i,-15,i,8,i,i
CC(C)(C)NC(=O)C(c1ccccc1)N(Cc1ccco1)C(=O)c1csnn1 (stereo not drawn),i,i,i,3,i,i,-7,i,2,i,i
COc1cccc(CNCc2cc(OC)cc(OC)c2)c1,i,i,i,nt,i,i,-6,i,-1,i,i

# (more compounds)
SMILES,KCNK9 block,ANO1 activ,KCNQ1 pot,Dyrk1A ADPGlo,KCNQ1 block,TRPC4 act,hERG protect,TRPC4 potent,HDAC3 inhib,TMEM16A inh,KCNK3 block
CC(=O)OCC(=O)Nc1ccc(Br)c(C)c1,i,i,i,2,i,i,-9,i,-1,i,i
N#CCc1ccc(OC(=O)Nc2ccccc2)cc1,i,i,i,-3,i,i,-12,i,1,i,i
CCOC(=O)c1c(C)c(C(=O)N2CCN(c3ccccc3)CC2)c(C)n1C,i,i,i,-5,i,i,-12,i,2,i,i
Cc1ccc2c(C)c(C(=O)N3CCC(N4CCC(C(=O)NC5CC5)CC4)CC3)oc2c1,i,i,i,14,i,i,-12,i,nt,i,i
CCOc1cc2nc(-c3ccc(OC)c(OC)c3)nc(N3CCOCC3)c2cc1OC,i,nt,i,nt,i,i,-17,i,-2,i,nt
CCOP(=O)(OCC)c1nc(-c2ccc(Br)cc2)oc1N1CCCCC1,i,i,i,-2,i,i,-3,i,2,i,-10*
O=S(=O)(NCc1ccccc1)c1ccc(S(=O)(=O)NCC2CCCO2)cc1 (stereo not drawn),i,i,i,9,i,i,-6,i,?,i,i
O=C1CNC(=S)N1C1CCCCCC1,i,i,i,0,i,i,-8,i,-1,i,i
O=C(O)CC1(CC(=O)Nc2ccc3c(c2)OCCCO3)CCCCC1,i,i,i,6,i,i,-7,i,9,i,i
COC(=O)c1ccc(-c2nc(-c3ccc(Br)o3)no2)cc1,i,i,i,2,i,i,-8,i,nt,i,i
O=C(Nc1ccc2c(c1)OCCO2)C1CCN(c2cnccn2)CC1,i,i,i,0,i,i,-7,i,-1,i,i
CC(=O)NC(Cc1cccc(F)c1)C(=O)NC1CCN(C(=O)Nc2ccc(C)cc2)CC1 (stereo not drawn),i,i,i,-4,i,i,-12,i,0,i,i
COc1ccccc1CC(=O)N1CCCc2cc(C)ccc21,i,i,i,5,i,i,-3,i,-8,i,i
COc1cc(NC(=O)CN(C)S(=O)(=O)c2ccc3nc(C)sc3c2)cc(OC)c1,i,i,i,-1,i,i,-8,i,-2,i,i
Cc1ccc(OCC(=O)Nc2ccc(-c3nc4ncccc4o3)cc2)cc1,i,i,i,-1,i,i,-6,i,2,i,i
Cc1ccc(CCc2nnc(SCC(=O)Nc3cc(Cl)ccc3Cl)n2-c2ccccc2)o1,i,i,i,-1,i,i,-12,i,nt,i,i
Cc1oc(-c2ccc(Cl)cc2)nc1CSCC(=O)NCCCN1CCOCC1,i,i,i,-3,i,i,-5,i,-6,i,i
CCCCC1=CC2=C(c3ccco3)C(=O)C(C)(OC(=O)c3ccc(OC)cc3)C(=O)C2=CN1C1CCCC1 (stereo not drawn),i,nt,i,nt,i,i,-8,i,0,i,nt
Cc1[nH]c2c(C)cccc2c1CCNS(=O)(=O)c1cccc([N+](=O)[O-])c1,i,i,i,0,i,i,-8,i,4,i,i
NC(=O)c1ccccc1NC(=O)Nc1ccccc1Cl,i,i,i,0,i,i,-6,i,9,i,i
CC(C)=CCN1CCN(Cc2c[nH]c3ccccc23)CC1CCO (stereo not drawn),i,i,i,6,i,i,-7,i,-1,i,i
COc1ccc(CCN2CC(C(=O)NCc3cc(C)on3)CCC2=O)cc1 (stereo not drawn),i,i,i,-3,i,i,-14,i,nt,nt,i
Cc1ccc2oc(C(=O)NCc3ccc(S(N)(=O)=O)cc3)cc(=O)c2c1,i,i,i,0,i,i,-2,i,5,i,i
CCOC(=O)c1cnc(SCC(C)C)nc1N,i,i,i,3,i,i,-16,i,4,i,i
COc1cc(C(=O)O)nc2ccccc12,i,i,i,6,i,i,-4,i,8,i,i

# In another format: 3 of the compounds above.
# Below each compound – KCNK9 block | ANO1 activ | KCNQ1 pot | Dyrk1A ADPGlo | KCNQ1 block | TRPC4 act | hERG protect | TRPC4 potent | HDAC3 inhib | TMEM16A inh | KCNK3 block
CC(=O)OCC(=O)Nc1ccc(Br)c(C)c1
  i | i | i | 2 | i | i | -9 | i | -1 | i | i
N#CCc1ccc(OC(=O)Nc2ccccc2)cc1
  i | i | i | -3 | i | i | -12 | i | 1 | i | i
CCOC(=O)c1c(C)c(C(=O)N2CCN(c3ccccc3)CC2)c(C)n1C
  i | i | i | -5 | i | i | -12 | i | 2 | i | i

# Next section
SMILES,KCNK9 block,ANO1 activ,KCNQ1 pot,Dyrk1A ADPGlo,KCNQ1 block,TRPC4 act,hERG protect,TRPC4 potent,HDAC3 inhib,TMEM16A inh,KCNK3 block
Cc1ccc(NC(=O)c2ccc(C#CC3(O)CCCCC3)cc2)cc1C,i,i,i,5,i,i,-7,i,0,i,i
O=C(O)C1Cn2c(nc3c(c2=O)C2(CCCC2)Cc2ccccc2-3)S1 (stereo not drawn),i,i,i,1,i,i,-8,i,-6,i,i
CCC(=O)NC(c1ccccc1)c1nc2ccccc2[nH]1 (stereo not drawn),i,i,i,3,i,i,-9,i,0,i,i
CC(=O)C1=C(C)OC(N)=C(C#N)C1c1cccc([N+](=O)[O-])c1 (stereo not drawn),i,i,i,-4,i,i,-6,i,1,i,i
CCS(=O)(=O)N1CCCC(C(=O)NCc2ccc3c(c2)OCO3)C1 (stereo not drawn),i,i,i,1,i,i,-6,i,3,i,i
COc1cc2cc(C(=O)N/N=C/c3cccc(OC)c3OC)[nH]c2cc1OC,i,i,i,5,i,i,-7,i,11,i,i
CCCn1c(N)c(N(CCOC)C(=O)c2cccc(C(F)(F)F)c2)c(=O)[nH]c1=O,i,i,i,-2,i,i,-7,i,3,i,i
Cn1c(=O)oc2cc(S(=O)(=O)NCCC(=O)N3CC=C(c4ccccc4)CC3)ccc21,i,i,i,-1,i,i,-10,i,2,i,i
COc1cccc(NC(=O)c2ccc3c(c2)CCN3S(C)(=O)=O)c1,i,i,i,2,i,i,-2,i,-1,i,i
CN(C(=O)CN1C(=O)/C(=C/c2ccccc2F)SC1=S)C1CCS(=O)(=O)C1 (stereo not drawn),i,i,i,3,i,i,-8,i,0,i,i
Cc1cccc(C)c1NC(=O)CN(C)C(=O)CN1C(=O)NC2(CCCC2)C1=O,i,i,i,20,i,i,-11,i,-1,i,i
CCC(=O)Nc1ccc(S(=O)(=O)N2CCCCC2)cc1OC,i,i,i,-1,i,i,-9,i,-4,i,i
Cc1ccc(C(=O)C(C)OC(=O)Cc2n[nH]c(=O)c3ccccc23)cc1C (stereo not drawn),i,i,i,-3,i,i,-16,i,-10,i,i
O=C(O)CC(c1ccccc1)c1ccccc1,i,i,i,2,i,i,-7,i,1,i,i
O=C(NNS(=O)(=O)c1ccccc1)C1CCCCC1,i,i,i,0,i,i,-8,i,-2,i,i
O=C(CSc1nc(-c2ccc(F)cc2)cs1)N1CCc2ccccc21,i,i,i,-3,i,i,-9,i,-1,i,i
